N370S GC mod: inhibitors or activators of N370S glucocerebrosidase for Gaucher disease. N370S GC spleen homogenate, 4MU-glucoside fluorescence. Potency, µM (series often up to 59.4 µM), inactives show at the top dose activity change, negative = inhibition, actives largely listed as inhibitors. hit rate 0.092% among 330,000;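 further: 0% = full enzyme activity and -100% = no enzyme basal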
TDP1 cell noCPT: qHTS for Inhibitors of human tyrosyl-DNA phosphodiesterase 1 (TDP1): qHTS in cells in absence of CPT | hit rate 15% among 420,000 | Potency, µM (top dose mostly 46.2 µM), for the others: at the top dose activity change, negative = growth inhibition, hits mostly inhibitors | DT40 Tdp1-/- hTDP1 cells, no CPT, ATP luminescence, 48 h; further: nearly all actives have a fitted effect of over 55% in size
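Growth kinetics read by CellTiter-Glo luminescence after ≥48 hr at 37 °C. Cells: DT40 Tdp1-/- stably carrying human TDP1, 400 per well, compound exposure in the absence of CPT (DMSO vehicle).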
TDP1 inh: inhibitors of human tyrosyl-DNA phosphodiesterase TDP1. Q9NUW8. recombinant TDP1, AlphaScreen DNA substrate cleavage. Potency, µM (highest dose often 130 µM), for inactives: at the top dose activity change, negative = inhibition, most hits filed as inhibitors. hit rate 0.28% among 350,000. AID 485290; further: nearly all actives have a fitted effect of over 40% in size
Target sequence (Q9NUW8 whole entry, looked up): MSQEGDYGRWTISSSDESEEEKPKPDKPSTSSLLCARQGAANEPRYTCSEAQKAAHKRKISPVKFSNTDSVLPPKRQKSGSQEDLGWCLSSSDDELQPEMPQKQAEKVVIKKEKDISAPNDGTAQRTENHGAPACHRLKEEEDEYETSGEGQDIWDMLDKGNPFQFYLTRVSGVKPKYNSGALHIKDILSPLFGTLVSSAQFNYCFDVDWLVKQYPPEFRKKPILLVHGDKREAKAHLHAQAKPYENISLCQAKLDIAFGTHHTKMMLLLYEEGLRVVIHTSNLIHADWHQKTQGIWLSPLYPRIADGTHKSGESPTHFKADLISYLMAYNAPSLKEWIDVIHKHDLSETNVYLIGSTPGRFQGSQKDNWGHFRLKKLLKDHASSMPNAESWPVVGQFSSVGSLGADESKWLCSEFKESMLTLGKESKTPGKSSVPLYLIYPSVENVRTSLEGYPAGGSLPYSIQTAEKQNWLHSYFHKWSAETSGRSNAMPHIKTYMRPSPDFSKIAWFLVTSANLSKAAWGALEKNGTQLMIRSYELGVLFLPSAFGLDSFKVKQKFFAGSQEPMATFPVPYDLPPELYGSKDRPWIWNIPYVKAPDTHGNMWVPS
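E. coli-derived human Tdp1, 1 nM final. Cpd preinc 15 min RT; substrate 15 nM final, 5 min RT; AS bead mix 10 ug/ml final, 10 min RT. Signal loss = tyrosine-FITC cleavage. No-enzyme wells = max signal.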
* = called active by the depositor; ? = inconclusive; . = not tested or not shown; [ ] = another dose, or the depositor's remark. The call rests on the fitted dose curve; in most records, active means well fitted curve in the direction sought with a large enough effect; inconclusive means small, poorly fitted or top-dose-only effect, or another doubt; inactive means no such curve, though single readings can be large; an effect the other way counts as inactive or inconclusive. Unless noted, on the % scale 0 is the no-effect control and ±100 the full control effect; potency means the concentration at half of the fitted maximal effect. Some of the compounds tested. The share of hits here may be higher or lower than overall.

canonical_smiles | TDP1 inh | TDP1 cell noCPT | N370S GC mod
Cc1ccc(CC2C(=O)N(c3ccc(F)cc3)C(=O)C2C)cc1 (stereo not given) | . | -6% | -8%
O=C1C=C(c2cccc(CO)c2)C[C@@H](c2ccc(Cl)cc2)C1 | 1% | ? | .
CCOc1ccc(CNC(=O)c2ccccc2NC(=O)C2=CSCCO2)cc1 | 1% | ? | -3%
CCOc1ccc2nc(NC(=O)c3ccc(OCC4CCCO4)cc3)sc2c1 (stereo not given) | 1% | 5.8µM* | -5%
O=C(CSc1ccccc1)NC1CCCCCC1 | 3% | -7% | 1%
NCCCn1c(C(=O)c2cc(Cl)c(N)c(Cl)c2)c2ccc([N+](=O)[O-])cc2[n+]1[O-] | 7% | 0.52µM* | ?
CCC(=O)NC(Nc1ncc(C)s1)(C(=O)OC)C(F)(F)F (stereo not given) | -3% | -9% | 3%
Cc1cccc(C)c1Nc1c(-c2ccccn2)nc2c(C)cccn12 | 15% | 26µM* | .
COc1ccc(CNC(N)=O)cc1OC | 5% | -1% | 1%
CN(c1cccc(NC(=O)c2ccc(Cl)c(S(=O)(=O)Nc3ccccc3)c2)c1)S(C)(=O)=O | 6% | 16µM* | 8%
COc1ccc(CNC(=O)c2csc(Cc3ccc(Cl)cc3)n2)cc1 | -8% | -20% | 12%
COc1cc2c(cc1OC)C(COc1cc(C)cc(C)c1)N(C(=O)COc1ccccc1)CC2 (stereo not given) | 8% | 23µM* | .
CCOC(=O)N1CCN(c2c(-c3ccccc3)c3cc(Cl)ccc3[nH]c2=O)CC1 | -4% | ? | 10%
COc1cccc(CNC(=O)c2cc(Sc3cccc(Cl)c3)nc3ccccc23)c1 | 0% | 15µM* | .
COc1ccccc1C(=O)NCCC(=O)NCc1ccncc1 | 1% | -7% | .
Cc1cccc(OCC(=O)N(C)CCc2ccccn2)c1 | . | -13% | 2%
CCOC(=O)COc1c(Br)cc(C2NC(=O)NC(C)=C2C(C)=O)cc1OC (stereo not given) | -2% | -1% | 0%
O=C(C[C@@H]1C/C=C\CCC(=O)OC[C@@H]2CCCN2C1=O)N[C@@H](CO)Cc1ccccc1 | 0% | 11% | .
O=C(Nc1cccc(C(F)(F)F)c1)c1cccnc1NCCO | . | 5% | 1%
CCOc1ccc(NC(=O)CSc2nc3c([nH]c4ccccc43)c(=O)n2C)cc1 | -1% | -13% | 3%

canonical_smiles | TDP1 inh | TDP1 cell noCPT | N370S GC mod
C[C@H](CO)N1C[C@H](C)[C@@H](CN(C)C(=O)Nc2ccc3c(c2)OCO3)Oc2ccc(NC(=O)NC3CCCCC3)cc2C1=O | 2% | -18% | .
COC(=O)c1sccc1NC(=O)CCC1CCCCC1 | . | -27% | 13%
Cc1ccccc1CS(=O)(=O)Cc1ccc(C(=O)NCc2ccco2)o1 | -2% | ? | 10%
OC(C#CCN1CCOCC1)(c1ccccc1)C1CC1 (stereo not given) | 0% | ? | 9%
CCCNC(=S)Nc1ccc(Cl)cc1C | 3% | -12% | 3%
O=C(Cn1nc(C(=O)O)c2ccccc2c1=O)c1cc(F)ccc1F | 0% | ? | -4%
CCOC(=O)N1CCC(N2CCCC(C(=O)c3ccc4cc(OC)ccc4c3)C2)CC1 (stereo not given) | 5% | 15µM* | -3%
CC(C)n1nc(C(=O)OCn2nnc3ccccc3c2=O)c2ccccc2c1=O | 2% | -17% | -4%
Cc1cc(NC(=O)c2ccc(N3CCCC3)c([N+](=O)[O-])c2)no1 | 4% | -24% | -5%
CC(=O)OCc1cnc(C)c2oc(=O)c(C(=O)Nc3cc(F)ccc3C)cc12 | 2% | -3% | .
COc1ccc(-c2noc(CN(C)Cc3ccc(C)o3)n2)cc1 | 5% | -5% | 4%
O=C(O)CCCNS(=O)(=O)c1ccc(F)cc1 | 5% | -3% | 0%
COc1ccc(-n2nc(C(=O)NCC(=O)NCC3COc4ccccc4O3)c3ccccc3c2=O)cc1 (stereo not given) | 5% | ? | 7%
Cn1c(=O)n(C)c2cc(NS(=O)(=O)c3ccc(Cl)cc3)c(NCc3ccccc3)cc21 | 8% | 13µM* | .
CC1CC(C)CN(C(=O)c2ccc3ncsc3c2)C1 (stereo not given) | 1% | -7% | .
CCC(C)Nc1nc2c(c(=O)n(C)c(=O)n2C)n1Cc1ccc(Cl)cc1 (stereo not given) | . | 23µM* | 9%
O=C(NN=Cc1ccc(F)cc1)c1ccccc1NS(=O)(=O)c1cccs1 | 1% | ? | .
CCOc1ccc(C(=O)Nc2cccc(-c3nc4cccnc4o3)c2)cc1Cl | 6% | ? | 5%
CCc1ccc(/C=N/NC(=O)c2cc(-c3cccc([N+](=O)[O-])c3)n[nH]2)cc1 | . | 2.9µM* | -12%
COCCCN(CC(=O)Nc1ccc(N2CCOCC2)cc1)S(=O)(=O)c1ccc(C)cc1 | -2% | -19% | 4%

Whole records as entered above. Screens in order: TDP1 inh, TDP1 cell noCPT, N370S GC mod
O=C(Cn1nc(C(=O)O)c2ccccc2c1=O)c1cc(F)ccc1F is entered as 0%, ?, -4%
CC(C)n1nc(C(=O)OCn2nnc3ccccc3c2=O)c2ccccc2c1=O is entered as 2%, -17%, -4%

Following part:
canonical_smiles | TDP1 inh | TDP1 cell noCPT | N370S GC mod
COc1ccc2[nH]c3nc(SCC(=O)Nc4cccc(NC(C)=O)c4)nnc3c2c1 | . | 3% | -5%
COc1ccc(-c2cc3nc(C)cc(-c4ccc(OC)cc4)n3n2)cc1 | . | ? | 21%
O=C(CSc1ccccc1)NCc1cccnc1 | 3% | -11% | 11%
COc1ccc(C2C(C(=O)N3CCN(c4ccccc4)CC3)c3ccccc3C(=O)N2C)cc1 (stereo not given) | 2% | ? | 1%
CSc1nnc(-c2ccc(NC(=O)CCc3ccccc3)cc2)n1C | 7% | -28% | 0%
COc1ccc(CNC(=O)CSc2cc(=O)n(C)c3ccccc23)cc1 | 0% | 16µM* | -5%
COc1ccccc1Oc1coc2c(CN3CCN(C)CC3)c(O)ccc2c1=O | 2% | -2% | -4%
N#Cc1c2n(c3c(-c4ccccc4)ncnc13)CCC2 | 2% | ? | -8%
CC(C)(C)C1CCc2onc(C(=O)Nc3cccc(O)c3)c2C1 (stereo not given) | 2% | . | 4%
Cc1ncc(CO)c2c1Oc1nc(-c3ccccc3F)nc(SCC(=O)N3CCCCC3)c1C2 | 8% | ? | .
CN(C)c1ccc(C(=O)Nc2c(C(=O)NC(C)(C)C)oc3ccccc23)cc1 | 2% | ? | .
COc1ccc2c(Cn3cnc4cc([N+](=O)[O-])ccc4c3=O)cc(=O)oc2c1 | 3% | 6.5µM* | -13%
O=C(Nc1ccc(S(=O)(=O)N2CCOCC2)cc1)c1cccnc1 | 10% | ? | 7%
C[C@H]1[C@H](c2ccccc2)C[C@@H](C(=O)O)C1(C)C | 0% | 2% | 7%
O=C(CSc1nc2ccccc2o1)N1CCCC1 | 5% | -20% | 14%
COc1ccc(-c2nc(N)nc(C(F)(F)F)c2-c2cscn2)c(O)c1 | 8% | 16% | 7%
COC(=O)CCCC1=CC2=CC(=O)C(C)(OC(=O)c3cccs3)C(=O)C2=CN1C1CC1 (stereo not given) | -3%[12.3 µM] | 0% | 7%[12.8 µM]
COC(=O)C(C)Sc1nc2c(c(=O)n(C)c(=O)n2C)n1Cc1cccc(C)c1 (stereo not given) | 7% | ? | 7%
O=C(NCC1CCCO1)c1nc(Cn2ccc([N+](=O)[O-])n2)no1 (stereo not given) | 3% | 8% | 0%
O=C(CN1CCN(c2nc(-c3ccc(F)cc3)cs2)CC1)NCc1ccc2c(c1)OCO2 | 5% | ? | -5%

canonical_smiles | TDP1 inh | TDP1 cell noCPT | N370S GC mod
O=c1c(-c2ccccc2)c(-c2ccccc2)oc2cc(O)cc(O)c12 | . | ? | -8%
CC(=O)NCCC1CCN(C(=O)c2cc(COc3ccc(C)nc3)on2)CC1 | 2% | -25% | 0%
CC1CCN(S(=O)(=O)c2ccc(NC(=O)CN3CCCCCC3)cc2)CC1 | . | ? | -6%
Cc1cc(-c2ccc(S(=O)(=O)NCc3ccc(F)cc3)cc2)on1 | 1% | -10% | -1%
COc1ccc(NC(=O)N2CCC3(CC2)CCN(C(=O)c2cccn2C)CC3)cc1 | . | ? | 22%
Cc1ccccc1-n1cc(C(=O)c2cc(Cl)ccc2O)cc(C#N)c1=O | 0% | 12µM* | -4%
CC1CC(c2ccccc2)n2nc(N3C(=O)c4ccccc4C3=O)nc2N1 (stereo not given) | 2% | -9% | -29%
O=c1c2ccccc2nnn1CSc1nc2ccccc2c(=O)n1Cc1ccco1 | 2% | 21µM* | 8%[2.35 µM]
Cc1[nH]nc2c1C(c1ccc(-c3ccccc3C#N)o1)C(C#N)=C(N)O2 (stereo not given) | 2% | 21µM* | 0%
O=C(N/N=C\c1ccc(-c2cccc(Cl)c2)o1)C(=O)NC1CCCC1 | 5% | ? | 3%
NC(=O)COC(=O)c1ccc(Cl)c(S(=O)(=O)N2CCN(c3ccc(F)cc3)CC2)c1 | -3% | ? | -7%
COc1ccc2cc3cc(C(=O)NCCC(C)C)oc3nc2c1 | . | -22% | ?
CCOCCn1c(CN2CCN(c3cccc(Cl)c3)CC2)nc2c1c(=O)n(C)c(=O)n2C | 0% | 5.2µM* | -3%
CCOc1ccc2nc(N(Cc3ccccc3)C(=O)CCNC(C)=O)sc2c1 | 2% | -2% | -20%
COc1ccc(Cl)cc1C(=O)NNC(=O)COC(=O)c1cccs1 | 0% | -12% | .
CCOc1ccc(NC(=O)CN(C)C(=O)c2cn(-c3ccccc3)nc2-c2cccs2)cc1OCC | 4% | ? | -14%
CCOC(=O)N1CCC(NC(=O)c2ccc3c(c2)sc2nc(-c4cccc(OC)c4)cn23)CC1 | 4% | . | 12%
CCCC1C2C(=O)N(c3ccccc3OC)C(=O)C2ON1c1ccccc1 (stereo not given) | 2% | 2% | 0%
CCCCN(CC(=O)Nc1cccc(S(=O)(=O)N2CCCC2)c1)Cc1nc2ccccc2c(=O)[nH]1 | 0% | ? | 13%
O=C1c2ccccc2C(=O)N1CC1=NCCc2ccccc21 | 0% | -20% | -15%

Random excerpt: 3 compounds from above.
canonical_smiles | TDP1 inh | TDP1 cell noCPT | N370S GC mod
CCOc1ccc(NC(=O)CN(C)C(=O)c2cn(-c3ccccc3)nc2-c2cccs2)cc1OCC | 4% | ? | -14%
CC1CCN(S(=O)(=O)c2ccc(NC(=O)CN3CCCCCC3)cc2)CC1 | . | ? | -6%
CCOCCn1c(CN2CCN(c3cccc(Cl)c3)CC2)nc2c1c(=O)n(C)c(=O)n2C | 0% | 5.2µM* | -3%

(listing goes on)
canonical_smiles | TDP1 inh | TDP1 cell noCPT | N370S GC mod
COc1cc(NC(=O)c2nnn(Cc3ccc(F)cc3)c2N)cc(OC)c1 | -7% | -25% | .
O=C(CCN1C(=O)c2ccccc2S1(=O)=O)Nc1ccccc1F | 5% | 24% | -2%
Cc1ccc(N(CC(=O)NCc2ccco2)C(=O)CCC(=O)Nc2ccccn2)cc1C | -2% | -23% | 7%
Cc1cn(C)c(CC(=O)N2CCN(c3ccc(F)cc3)CC2)c1C(=O)O | 0% | -4% | .
CCN(CC)CCCN(C(=O)c1ccco1)c1nc(-c2ccc(C)cc2)cs1 | 1% | ? | -6%
Cc1ccccc1C(=O)Nn1cnc2ccccc2c1=O | 6% | -22% | 9%
COc1ccccc1NC(=O)C1=C(C)Nc2ncnn2C1c1cccn1C (stereo not given) | 9% | 0% | .
Cn1c(CCC(=O)O)nc2cc(S(=O)(=O)N3CCCCC3)ccc21 | 3% | 17% | .
COc1cccc(CNC(=O)Cn2cccc2C(=O)c2ccccc2)c1 | -3% | -11% | .
O=C(CCNS(=O)(=O)c1ccc(Br)cc1)NCc1ccco1 | 4%[0.505 µM] | -18% | -8%
COc1ccc(C(C(=O)NCc2ccccc2)N(Cc2ccco2)C(=O)c2snc(C(N)=O)c2N)cc1OC (stereo not given) | 10% | ? | -6%
COc1ccc(-c2cc3ccc(OCc4nn[nH]n4)cc3oc2=O)cc1OC | -9% | 17% | -3%
COc1cc(C2c3c(oc4ccc(C)cc4c3=O)C(=O)N2Cc2ccc(F)cc2)ccc1O (stereo not given) | -2% | -11% | .
CCOC(=O)N1CCC(NC(=O)C2CCN(S(=O)(=O)c3cccs3)CC2)CC1 | 4% | -16% | -3%
CN(c1cccc(NC(=O)CCSc2ccccc2)c1)S(C)(=O)=O | 2% | -27% | -1%
O=C1CCc2cc(S(=O)(=O)N3CCN(c4cccc(C(F)(F)F)c4)CC3)ccc2N1 | 4% | -25% | 4%
